GPR151 ag: activators of human GPR151 | Q8TDV0 | PathHunter beta-arrestin GPR151 cells, luminescence | activation, % at 11.2 µM | 650,000 compounds, 1% hits | AID 1508602; in the data active = activation above about 4.9%;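 note: 0% = median of compound wells and 100% = cells with positive control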
Target sequence (Q8TDV0 whole entry, looked up): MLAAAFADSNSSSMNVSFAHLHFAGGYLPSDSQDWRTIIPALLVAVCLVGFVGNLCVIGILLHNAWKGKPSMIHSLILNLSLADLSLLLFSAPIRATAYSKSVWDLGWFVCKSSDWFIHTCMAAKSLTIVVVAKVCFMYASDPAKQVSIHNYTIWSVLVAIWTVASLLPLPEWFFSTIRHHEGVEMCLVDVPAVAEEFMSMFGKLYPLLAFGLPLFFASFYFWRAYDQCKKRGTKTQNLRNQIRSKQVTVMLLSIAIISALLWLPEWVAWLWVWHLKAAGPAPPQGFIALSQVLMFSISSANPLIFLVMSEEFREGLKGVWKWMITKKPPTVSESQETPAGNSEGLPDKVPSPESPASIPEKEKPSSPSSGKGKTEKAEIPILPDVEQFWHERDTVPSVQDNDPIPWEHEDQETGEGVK
MITF inh: inhibitors of human MITF | inhibition, % at 2.6 µM | 650,000 compounds, 0.91% hits | AlphaScreen MITF homodimerization, bead proximity signal | O75030; in the data active = inhibition above about 50%;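 note: 0% = vehicle wells with protein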
Target sequence (O75030 whole entry, looked up): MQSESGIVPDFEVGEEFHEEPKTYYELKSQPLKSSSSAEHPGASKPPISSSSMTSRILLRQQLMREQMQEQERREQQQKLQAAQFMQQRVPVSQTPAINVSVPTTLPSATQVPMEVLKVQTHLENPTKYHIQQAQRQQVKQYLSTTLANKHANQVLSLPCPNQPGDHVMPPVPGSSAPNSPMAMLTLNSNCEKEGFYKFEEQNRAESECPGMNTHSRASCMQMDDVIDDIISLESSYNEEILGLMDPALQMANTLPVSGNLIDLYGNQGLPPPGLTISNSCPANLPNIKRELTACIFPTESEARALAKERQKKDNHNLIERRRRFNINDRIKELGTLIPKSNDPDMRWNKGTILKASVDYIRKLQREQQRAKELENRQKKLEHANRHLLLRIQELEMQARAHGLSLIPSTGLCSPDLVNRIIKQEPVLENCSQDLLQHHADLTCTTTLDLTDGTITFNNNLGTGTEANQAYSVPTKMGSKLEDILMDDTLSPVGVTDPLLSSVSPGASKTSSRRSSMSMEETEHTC
FBW7 act: activators of human E3 ligase FBW7; AlphaScreen FBW7–phospho-cyclin E peptide binding, activator screen; 650,000 compounds, 0.13% hits; normalized activity (activation), % at 26.1 µM; Q969H0; AID 1259310; in the data active = normalized activity above about 1.9%;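 note: purified mutant Fbw7 with reduced substrate affinity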
TEAD-YAP inh: TEAD-YAP interaction inhibition | HEK-TIYL cells, TEAD-Gal4/YAP UAS-luciferase luminescence | AID 1259422 | 640,000 compounds, 1.4% hits | inhibition, % at 9.12 µM; in the data active = inhibition above about 32%;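 note: 0% = median of test compound wells and 100% = reference inhibitor wells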
Active calls of the source: *.

`COc1ccc(C)cc1NC(=O)C(=O)/C=C(\O)c1ccc(C)cc1` gave GPR151 ag 0.3, MITF inh 5, FBW7 act 0.1 and TEAD-YAP inh -7.
For CCOC(=O)c1sc(NC(=O)C(C)Sc2nnc(CNC(=O)Cc3ccccc3)n2Cc2ccccc2)c(C(=O)OCC)c1C (stereo not given) the results were GPR151 ag -1.3, MITF inh -10, FBW7 act 0.0 and TEAD-YAP inh -6.
For Cc1cc(NCCN(C)C)n2nc(C)c(-c3ccccc3)c2n1 the results were GPR151 ag 4.6, MITF inh 7, FBW7 act -0.1 and TEAD-YAP inh 4.
CCC(=O)Nc1nnc(S(=O)(=O)N2c3ccccc3CC2C)s1 (stereo not given) was read as GPR151 ag 1.1, MITF inh -5, FBW7 act 0.0 and TEAD-YAP inh -7.
Screening O=C1CSC(c2ccccc2)N1/N=C/c1ccccc1 (stereo not given) returned GPR151 ag 0.5, MITF inh 1, FBW7 act 0.0 and TEAD-YAP inh 0.
CCOc1ccc(NC(=O)CCc2ccc(S(=O)(=O)NCc3ccccc3)cc2)cc1 was read as GPR151 ag 0.7, MITF inh -18, FBW7 act 0.1 and TEAD-YAP inh -4.
`COc1ccc(C2C(C(=O)N3CCCC(C)C3)c3ccccc3C(=O)N2C)cc1` (stereo not given) gave GPR151 ag -3.0, MITF inh 2, FBW7 act 0.6 and TEAD-YAP inh 6.
`CCOC(=O)N1CCN(C(=O)CN2CCC(Cn3cnc4ccccc43)CC2)CC1` gave GPR151 ag -0.2, MITF inh 76*, FBW7 act -0.3 and TEAD-YAP inh 29.
Screening CCOc1cc(CN2CCN(S(=O)(=O)CC)CC2)ccc1OC returned GPR151 ag 0.1, MITF inh 35, FBW7 act 0.0 and TEAD-YAP inh 3.
Screening NC(=O)c1ccc(-c2nc(C(=O)NCc3cccnc3)cs2)cc1 returned GPR151 ag -0.8, MITF inh 37, FBW7 act 0.1 and TEAD-YAP inh 1.
Screening CCOC(=O)c1c(-c2ccccc2)csc1NC(=O)CS(=O)(=O)c1ccc(C)cc1 returned GPR151 ag -0.6, MITF inh -5, FBW7 act 0.1 and TEAD-YAP inh -3.
Cc1ccc(/C=C(/C#N)C(=O)Nc2ncc(Cc3ccc(Cl)cc3)s2)o1 was read as GPR151 ag 2.5, MITF inh 1, FBW7 act -0.1 and TEAD-YAP inh -1.
For COc1cccc(CNS(=O)(=O)c2ccc3c(c2)SCCN3C(C)=O)c1 the results were GPR151 ag -2.1, MITF inh 15, FBW7 act 0.1 and TEAD-YAP inh 11.
`CCN(CC)C(=O)CSc1nc2c(sc(=S)n2-c2ccc(Cl)c(C)c2)c(=O)[nH]1` gave GPR151 ag 1.2, MITF inh 0, FBW7 act 0.0 and TEAD-YAP inh 2.
CCCOC(=O)COc1cc2oc(=O)cc(C)c2cc1Cl was read as GPR151 ag 0.7, MITF inh -12, FBW7 act -0.1 and TEAD-YAP inh 0.
`Cc1cccc(-c2noc(CNS(=O)(=O)c3ccccc3)n2)c1` gave GPR151 ag 1.8, MITF inh -11, FBW7 act 0.1 and TEAD-YAP inh -11.
For O=C(COc1ccc(C2CCCCC2)cc1)NCc1ccc2c(c1)OCO2 the results were GPR151 ag -1.7, MITF inh 20, FBW7 act 0.5 and TEAD-YAP inh 16.
For COC(=O)c1cc(C(=O)Nc2ccc(C(C)=O)cc2)cc([N+](=O)[O-])c1 the results were GPR151 ag -0.1, MITF inh 9, FBW7 act -0.1 and TEAD-YAP inh -14.
`Cc1ccc(NC(=O)CN(C)C)c(C)c1` gave GPR151 ag 1.4, MITF inh 8, FBW7 act 0.1 and TEAD-YAP inh 2.
For CC(=O)N1N=C(c2ccncc2)OC12CCCC2 the results were GPR151 ag -0.9, MITF inh -1, FBW7 act -0.1 and TEAD-YAP inh 3.
For Oc1ccc(CCNc2ncnc3nc(Nc4nccc5ccccc45)[nH]c23)cc1 the results were GPR151 ag 4.6, MITF inh -2, FBW7 act -0.2 and TEAD-YAP inh 19.
Cc1nn(CC(=O)/C=C2\N(C)c3ccccc3C2(C)C)c(C)c1[N+](=O)[O-] was read as GPR151 ag 1.9, MITF inh -4, FBW7 act 0.0 and TEAD-YAP inh -3.
COCc1cc(C)nc2sc(C(=O)Nc3ccc(Cl)cc3)c(N)c12 was read as GPR151 ag 1.5, MITF inh -7, FBW7 act 0.2 and TEAD-YAP inh -50.
For CCc1cccc(C)c1NC(=O)c1cc(S(=O)(=O)NCCc2ccc(Cl)cc2)ccc1F the results were GPR151 ag 2.6, MITF inh -3, FBW7 act -0.1 and TEAD-YAP inh 3.

Five structures from above, arranged by count of non-hydrogen atoms, largest number first.
For O=C(COc1ccc(C2CCCCC2)cc1)NCc1ccc2c(c1)OCO2 the results were GPR151 ag -1.7, MITF inh 20, FBW7 act 0.5 and TEAD-YAP inh 16.
For COc1cccc(CNS(=O)(=O)c2ccc3c(c2)SCCN3C(C)=O)c1 the results were GPR151 ag -2.1, MITF inh 15, FBW7 act 0.1 and TEAD-YAP inh 11.
`Cc1cccc(-c2noc(CNS(=O)(=O)c3ccccc3)n2)c1` gave GPR151 ag 1.8, MITF inh -11, FBW7 act 0.1 and TEAD-YAP inh -11.
CCCOC(=O)COc1cc2oc(=O)cc(C)c2cc1Cl was read as GPR151 ag 0.7, MITF inh -12, FBW7 act -0.1 and TEAD-YAP inh 0.
For CC(=O)N1N=C(c2ccncc2)OC12CCCC2 the results were GPR151 ag -0.9, MITF inh -1, FBW7 act -0.1 and TEAD-YAP inh 3.

The listing continues.
For Clc1ccc2[nH]c3nc4ccccc4nc3c2c1 the results were GPR151 ag -0.5, MITF inh 7, FBW7 act -0.1 and TEAD-YAP inh -8.
`CCCCN1/C(=C/c2ccc3ccccc3[n+]2CC)Sc2ccccc21` gave GPR151 ag 4.4, MITF inh 5, FBW7 act -0.9 and TEAD-YAP inh 92*.
COc1cc(Nc2nc(NC3CCC(O)CC3)nc3c2ncn3CCN2CCCC2=O)cc(OC)c1OC (stereo not given) was read as GPR151 ag -1.3, MITF inh 13, FBW7 act -0.1 and TEAD-YAP inh 4.
For CCCOc1cc(C)c2c(=O)c(Oc3ccccc3)c(C(F)(F)F)oc2c1 the results were GPR151 ag -1.3, MITF inh 20, FBW7 act 0.5 and TEAD-YAP inh -12.
NC(=O)c1nnc(Cc2ccc(Cl)cc2)o1 was read as GPR151 ag -0.2, MITF inh -11, FBW7 act -0.2 and TEAD-YAP inh 1.
COc1ccc(S(=O)(=O)NCCc2cn3ccc(C)cc3n2)cc1OC was read as GPR151 ag -0.3, MITF inh 0, FBW7 act 0.0 and TEAD-YAP inh 6.
Screening O=C(CSc1nnc2c(n1)[nH]c1ccccc12)Nc1ccc([N+](=O)[O-])cc1 returned GPR151 ag 0.2, MITF inh 13, FBW7 act 0.3 and TEAD-YAP inh -6.
For COc1ccc(CCNC(=O)c2sc3nc(C)nc(N4CCOCC4)c3c2C)cc1OC the results were GPR151 ag -0.6, MITF inh 9, FBW7 act -0.1 and TEAD-YAP inh -17.
Screening CCOC(=O)C1=C(C)NC2=C(C(=O)C(C(=O)OCC)C(c3cccc(OC)c3)C2)C1c1ccc(SC)cc1 (stereo not given) returned GPR151 ag 0.5, MITF inh 0, FBW7 act 0.2 and TEAD-YAP inh 11.
COc1cc([N+](=O)[O-])cc([N+](=O)[O-])c1OCC(=O)N/N=C/c1c[nH]c2ccccc12 was read as GPR151 ag -1.1, MITF inh -6, FBW7 act 0.0 and TEAD-YAP inh -7.
`O=C(c1cccc(F)c1)N(CCO)Cc1cc2cc3c(cc2[nH]c1=O)OCO3` gave GPR151 ag -1.4, MITF inh 7, FBW7 act 0.2 and TEAD-YAP inh -9.
For COc1ccc(N2CC(O)=C(c3nc4ccccc4s3)C2=N)cc1Cl the results were GPR151 ag 0.3, MITF inh -2, FBW7 act -0.1 and TEAD-YAP inh -9.
`Cc1ccc(NCC(=O)N/N=C\c2cc3c(cc2Cl)OCO3)cc1` gave GPR151 ag 0.6, MITF inh -11, FBW7 act 0.0 and TEAD-YAP inh -1.
Screening O=C(CN1C(=O)c2cccc3cccc(c23)C1=O)N1CCN(c2ccccc2)CC1 returned GPR151 ag -1.1, MITF inh 6, FBW7 act 0.4 and TEAD-YAP inh -1.
`CCN(C(=O)CSc1nc2ccccc2c(=O)n1C1CCCC1)c1cccc(C)c1` gave GPR151 ag 0.8, MITF inh 13, FBW7 act 0.0 and TEAD-YAP inh 1.
`CC(C)(C)c1nnc(SCc2ccccc2)n(N)c1=O` gave GPR151 ag -2.3, MITF inh 26, FBW7 act 0.9 and TEAD-YAP inh -3.
N#Cc1cnc(-c2ccccc2O)nc1Cl was read as GPR151 ag -3.1, MITF inh -2, FBW7 act -0.1 and TEAD-YAP inh -6.
Screening C/C(=N/NC(=O)CC1=NNC(=O)C1)c1ccc(Br)cc1 returned GPR151 ag -0.2, MITF inh 13, FBW7 act 0.2 and TEAD-YAP inh 10.
CCCNC(=O)c1ccnc(Nc2ccc3ncccc3c2)c1 was read as GPR151 ag -0.8, MITF inh 14, FBW7 act 0.3 and TEAD-YAP inh -32.
For O=C1CC(c2ccc([N+](=O)[O-])cc2)Sc2ccccc2N1 (stereo not given) the results were GPR151 ag 0.2, MITF inh -7, FBW7 act -0.1 and TEAD-YAP inh 6.
Screening COc1ccc(S(=O)(=O)Nc2ccc(C)cc2)cc1OC returned GPR151 ag 0.2, MITF inh 4, FBW7 act 0.0 and TEAD-YAP inh 3.
For CN(C)c1ccc(/C=N/NC(=O)CCC(=O)Nc2ccc(Br)cc2)cc1 the results were GPR151 ag 0.5, MITF inh -6, FBW7 act 0.1 and TEAD-YAP inh 4.
Screening Cc1cc(C(=O)Nc2nc(-c3cc4ccccc4o3)cs2)c(C)o1 returned GPR151 ag 0.1, MITF inh 19, FBW7 act 0.3 and TEAD-YAP inh -7.
For CCCc1nc2ccccc2n1CC(O)COc1ccc(Br)cc1 (stereo not given) the results were GPR151 ag 0.0, MITF inh 8, FBW7 act 0.1 and TEAD-YAP inh 6.
`COc1ccc(N2CCN(Cc3ccc(C)cc3)C2=O)cc1` gave GPR151 ag -0.6, MITF inh -4, FBW7 act 0.0 and TEAD-YAP inh -14.
`O=C(CN1C(=O)CCSc2ccccc21)NCCN1CCOCC1` gave GPR151 ag 0.8, MITF inh -3, FBW7 act -0.1 and TEAD-YAP inh -3.
COc1cc2nc(Nc3cc(OC)c(OC)c(OC)c3)nc(N)c2cc1OC was read as GPR151 ag 0.4, MITF inh 34, FBW7 act 0.2 and TEAD-YAP inh 5.
CCc1ccccc1N(CC(=O)NCCC(C)C)C(=O)CCC(=O)Nc1ccccn1 was read as GPR151 ag 1.0, MITF inh 3, FBW7 act 0.1 and TEAD-YAP inh -5.
O=C(NCc1ccccn1)c1cc2cc(C3(O)CCN(Cc4cccs4)CC3)ccc2o1 was read as GPR151 ag -0.1, MITF inh 0, FBW7 act 0.1 and TEAD-YAP inh 18.
Screening CN1C(=O)[C@H]2CN(Cc3cccc4cccnc34)CCN2C(=O)[C@@H]1CO returned GPR151 ag -0.8, MITF inh 0, FBW7 act 0.3 and TEAD-YAP inh 0.
Screening COC(=O)C1(C(F)(F)F)N=C2C(Cl)=CC(Cl)=CN2C(c2ccc(F)cc2)=N1 (stereo not given) returned GPR151 ag -0.9, MITF inh 15, FBW7 act -0.1 and TEAD-YAP inh 3.
For O=C(C=C(Nc1ccccc1)Nc1ccccc1)CCl the results were GPR151 ag -0.1, MITF inh -3, FBW7 act 0.1 and TEAD-YAP inh -13.
Screening CCCCOc1cccc(NC(=O)CSC2=C(C#N)C(c3cccs3)C(C(=O)Nc3ccccc3C)=C(C)N2)c1 (stereo not given) returned GPR151 ag -2.5, MITF inh -2, FBW7 act 0.1 and TEAD-YAP inh -5.
CC(=O)Nc1ccccc1S(=O)(=O)Nc1ccccc1 was read as GPR151 ag 1.5, MITF inh -1, FBW7 act 0.0 and TEAD-YAP inh -4.
`O=C(CCN1C(=O)C2C3CCC(C3)C2C1=O)Nc1ccc(I)cc1` (stereo not given) gave GPR151 ag 1.8, MITF inh 4, FBW7 act 0.3 and TEAD-YAP inh -12.
Screening CCOC(=O)CCCCC(=O)c1[nH]c(=O)[nH]c1C[n+]1ccc(C)cc1 returned GPR151 ag 1.4, MITF inh 17, FBW7 act 0.5 and TEAD-YAP inh 2.
`CCC(C)NC(=O)c1cc(-c2ccccc2O)no1` (stereo not given) gave GPR151 ag 0.6, MITF inh -7, FBW7 act 0.0 and TEAD-YAP inh -65.
O=C1CCCc2nc3c(cc21)C(O)Oc1ccccc1-3 (stereo not given) was read as GPR151 ag 0.4, MITF inh 3, FBW7 act 0.1 and TEAD-YAP inh -7.
CC(C)(C)C1(C)OC2COCCOCCOCCOCCOCCOCC2O1 (stereo not given) was read as GPR151 ag 1.9, MITF inh 2, FBW7 act -0.1 and TEAD-YAP inh 6.
For CN1CCN(C(=O)CC2C(=O)NCCN2Cc2ccc(-c3ccccc3)cc2)CC1 (stereo not given) the results were GPR151 ag -0.5, MITF inh 8, FBW7 act 0.1 and TEAD-YAP inh 2.
CCOc1ccc(N(C(C)C(=O)Nc2ccc(CC)cc2)S(C)(=O)=O)cc1 (stereo not given) was read as GPR151 ag 2.5, MITF inh 11, FBW7 act -0.1 and TEAD-YAP inh -2.
